KOR beta-arrestin-1 – KOR antagonists, beta-arrestin recruitment, cell-based, luminescence, uHTS (AID 1778); KOR beta-arrestin recruitment, luminescence, antagonist mode; higher % means a stronger effect; inhibition, % at 10 µM; hits with a dose series show IC50 in µM; 290,000 tested, 0.091% active; in the data active = inhibition above about 50%; note: strong numbers were not always called active
GPR35 arrestin U2OS – GPR35 antagonists blocking zaprinast-driven arrestin recruitment, primary screen, imaging, U2OS, beta-arrestin-GFP, zaprinast agonist (AID 2058); U2OS GPR35 beta-arrestin-GFP translocation imaging, zaprinast antagonism; higher % means a stronger effect; one-dose inhibition, % at 10 µM; IC50 in µM for titrated hits; 290,000 tested, 0.052% active;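 active = inhibition of at least 50% with at least 30 cells and total cytoplasm GFP at most 10,000,000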
MgcRacGAP inhibition – MgcRacGAP GTPase-activating activity inhibitors, confirmation, biochemical, ADP Hunter fluorescence. one-dose inhibition, % at 30 µM; IC50 in µM for titrated hits. 340,000 tested, 0.6% active. MgcRacGAP-stimulated Rac1 GTP hydrolysis, ADP Hunter fluorescence; higher % means a stronger effect; GST-tagged Rac1 F28L mutant substrate;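 active = first-screen hits whose inhibition reached a set limit at any dose in the follow-up dose series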;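 note: fluorescence reports GDP produced by GAP-driven GTP hydrolysis; strong numbers were not always called active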
GPR55 beta-arrestin – GPR55 agonists via beta-arrestin recruitment, primary screen, imaging, U2OS cells, beta-arrestin-GFP redistribution (AID 1961); U2OS GPR55 beta-arrestin-GFP redistribution imaging; higher % means a stronger effect; activation, % at 10 µM; hits with a dose series show EC50 in µM; 290,000 tested, 0.048% active;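 active = activation above 40% with more than 50 cells counted in the well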;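 note: U2OS osteosarcoma cells stably expressing GPR55 and beta-arrestin-GFP; plate controls were DMSO negative control for no effect and LPI positive control for full effect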
KOR beta-arrestin-2 – kappa opioid receptor activators – cell-based, luminescence, uHTS, primary screen (AID 1777). 280,000 tested, 0.02% active. KOR beta-arrestin recruitment, luminescence; higher % means a stronger effect. activation, % at 10 µM; hits with a dose series show EC50 in µM; in the data active = activation above about 50%, passing the limit was not always enough; note: a part of the inactive calls stands beside numbers as strong as those of hits
NOD1 inhibition – inhibition of NOD1-driven NF-kB reporter – cell-based, luminescence, uHTS, primary screen (AID 1578); NOD1-driven NF-kB luciferase reporter cells, luminescence; higher % means a stronger effect; inhibition, % at 4 µM, or EC50 in µM where a hit was titrated; 290,000 tested, 1% active; in the data active = inhibition mostly above about 36%, no sharp cut-off; inactive = mostly below about 34%;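 note: HEK-293T reporter cells stimulated with the NOD1 agonist gamma-tri-DAP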
K1F lysis inhibition – protection from phage-mediated lysis, alamar blue read-out – E. coli UTI89, K1F phage, bacterial capsule biogenesis inhibitors (AID 488966) | one-dose inhibition, % at 100 µM; IC50 in µM for titrated hits | 340,000 tested, 0.02% active | E. coli UTI89 K1F phage lysis, alamar blue, 2 h; higher % means a stronger effect;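 active = phage lysis inhibition, versus mean bacterial control, above a set limit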;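 note: capsule biogenesis inhibitors block K1F phage lysis so surviving cells raise fluorescence; higher fluorescence means more inhibition of phage lysis; actives were called in the ten point dose series up to 300 µM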
GPR55 LPI antagonism – inhibition of LPI-stimulated GPR55 beta-arrestin translocation – imaging, U2OS, beta-arrestin-GFP, LPI agonist, primary screen (AID 2013) | U2OS GPR55 beta-arrestin-GFP translocation imaging, LPI antagonism; higher % means a stronger effect | one-dose inhibition, % at 10 µM; IC50 in µM for titrated hits | 290,000 tested, 0.13% active;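 active = spots per cell inhibited over 60%, with over 100 cells counted and total cytoplasm intensity under 500,000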;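 note: U2OS cells stably carrying GPR55 and arrestin-GFP stimulated by 5 µM LPI near EC80; imaged beta-arrestin-GFP aggregate spots per cell after agonist stimulation; plate controls were LPI-stimulated DMSO wells for no effect and DMSO wells without LPI for full effect; some results filed as inactive read as strong as hits; confirmed hits need IC50 under 10 µM and bright autofluorescent wells are also inconclusive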
NTR1 ag – agonists of NTR1, primary screen, imaging, U2OS cells, beta-arrestin-GFP, high content (AID 493036); P30989; NTR1-U2OS beta-arrestin-GFP spot imaging, agonist mode; activation, % at 20 µM; 330,000 tested, 0.17% active;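 active = activation at or above 40% of the spot to cytoplasm intensity ratio, with at least 20 cells analyzed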;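 note: 0% = DMSO without peptide and 100% = 100 nM NTR1 peptide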
Target sequence (P30989 whole entry, looked up): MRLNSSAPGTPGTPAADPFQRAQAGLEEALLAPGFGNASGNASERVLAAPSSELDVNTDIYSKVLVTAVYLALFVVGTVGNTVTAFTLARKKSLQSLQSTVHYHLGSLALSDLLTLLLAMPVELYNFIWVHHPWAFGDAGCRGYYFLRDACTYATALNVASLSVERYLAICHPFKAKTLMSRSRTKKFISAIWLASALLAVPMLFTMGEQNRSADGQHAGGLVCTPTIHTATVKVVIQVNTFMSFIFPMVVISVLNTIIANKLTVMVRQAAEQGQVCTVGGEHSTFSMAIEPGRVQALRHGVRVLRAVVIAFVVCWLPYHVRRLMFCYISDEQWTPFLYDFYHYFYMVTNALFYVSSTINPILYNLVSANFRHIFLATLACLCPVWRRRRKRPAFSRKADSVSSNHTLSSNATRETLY
NTR1 ag cell count 20 µM – recorded beside NTR1 ag, whose call it bears; cell count; measured here: cell count, cytotoxicity flag
Starred values were filed as active, the others as inactive; / = not tested or not shown; [ ] = remark or other dose.

SMILES | KOR beta-arrestin-1 | GPR35 arrestin U2OS | MgcRacGAP inhibition | GPR55 beta-arrestin | KOR beta-arrestin-2 | NOD1 inhibition | K1F lysis inhibition | GPR55 LPI antagonism | NTR1 ag | NTR1 ag cell count 20 µM
Cc1ccc(-c2nc(S(=O)(=O)c3ccc(F)cc3)c(SCC(=O)NCC3CCCO3)o2)cc1 (stereo not given) | -26% | 1% | 5% | -0.5% | 0.0% | 24% | 0.8% | 0% | -1.0 | 80
N#Cc1ccc(Oc2ccc(NC(=O)C3CC=CCC3C(=O)O)cc2)cc1 (stereo not given) | -15% | -16% | -10% | -0.1% | -3.2% | -31% | -0.4% | 0% | 2.2 | 50
CN(CCc1ccccc1)c1ccc([N+](=O)[O-])cn1 | 0%[20 µM] | 16% | 12% | -0.1% | -4.0% | -22% | -0.2% | 7% | -0.2 | 58
CC(=O)N1CCN(S(=O)(=O)c2cccc(C(=O)OCC(=O)NC(=O)c3cccn3C)c2)CC1 | -6% | -13% | 7% | 0.7% | 9.7% | -15% | 4.1% | 15% | -1.0 | 49
COc1ccc(OC)c(-n2c(-c3cc(-c4ccco4)[nH]n3)n[nH]c2=S)c1 | -13%[20 µM] | 7% | -3% | 0.3% | / | 11% | 0.7% | 3% | 0.8 | 49
N#Cc1nnn(Cc2ccccc2)c1N | -29% | -29% | 4% | 0.9% | 6.8% | -15% | -1.3% | -14% | -1.1 | 47
CCOC(=O)CCCCC(=O)c1[nH]c(=O)[nH]c1C[n+]1ccccc1 | -28% | -5% | / | 0.0% | 6.4% | -12% | / | -5% | -0.5 | 36
O=C(CSc1nnc(-c2cccs2)o1)NCC1CN(Cc2ccccc2)CCO1 (stereo not given) | 14% | -4% | 12% | -0.1% | -5.7% | -4% | 0.3% | -5% | -0.9 | 81
c1ccn2cc(CSC3=NCCS3)nc2c1 | 32% | -17% | 6% | -0.1% | -2.5% | -15% | 0.4% | 2% | 1.8 | 44
CC(=O)Nc1ccc(S(=O)(=O)N2CCN(S(=O)(=O)N3CCCCCC3)CC2)cc1 | -1% | -1% | 7% | 0.6% | -0.7% | -18% | 12% | 1% | 0.0 | 52
Cc1ccc(-c2n[nH]c(=S)n2/N=C/C=C/c2ccccc2[N+](=O)[O-])cc1 | -44% | -8% | 16% | -0.2% | -2.1% | 16% | 0.1% | 6% | 1.1 | 49
O=C(OCCN1C(=O)c2ccccc2C1=O)c1cc(=O)[nH]c2ccccc12 | 22% | -4% | 7% | 0.0% | / | -18% | 0.5% | 5% | 0.6 | 66
CC(C(=O)Nc1ccccc1Br)N1c2cccc3cccc(c23)S1(=O)=O (stereo not given) | 0% | -11% | 5% | -0.1% | -4.0% | -33% | 0.1%[50 µM] | 18% | 4.6 | 63
COc1ccc(NS(=O)(=O)c2ccc(O)c(NC(=O)c3ccc(S(=O)(=O)N4CCCCCC4)cc3)c2)cc1 | 37% | -1% | 11% | -0.2% | 3.0% | -6% | 0.6% | 5% | 1.2 | 58
COc1cc(C(=O)N/N=C/c2sc(N3CCOCC3)nc2-c2ccccc2)cc(OC)c1OC | 17% | 2% | 2% | 0.5% | -1.0% | -18% | 0.8% | 20% | 2.4 | 79
C=CCN(C(=O)CCC(=O)Nc1cc(C)on1)C(C(=O)NC(C)(C)C)c1ccc(OC)cc1 (stereo not given) | 10% | -3% | 5% | -0.1% | -6.2% | -26% | 0.6% | 2% | 0.1 | 43
COc1ccc(-n2ccnc2SCC(=O)NCc2ccc(F)cc2)c(OC)c1 | 24% | 18% | 3% | 1.1% | 1.3% | -19% | -0.1% | -2% | 1.0 | 55
CCN1CCN(C(=O)C2CCCN(S(=O)(=O)c3cccc4nsnc34)C2)CC1 (stereo not given) | -24% | -18% | 6% | 0.3% | 0.6% | 18% | 0.0% | 1% | -1.4 | 42
CCN1CCN(C(=O)C(C)N(c2ccc(C)cc2)S(C)(=O)=O)CC1 (stereo not given) | 8% | 2% | 7% | -0.1% | -3.1% | -12% | -0.1% | 2% | -0.3 | 60
NC(=O)c1ccc(-c2ccc(Br)cc2)o1 | -8% | 8% | 7% | -0.3% | 6.2% | -15% | 0.7% | -10% | -1.9 | 87
CCCn1c(NC(=O)c2ccc(Cl)c(S(=O)(=O)N3CCCC3)c2)nc2ccccc21 | -7% | -2% | 8% | 0.2% | 12% | / | 0.3% | 3% | 9.7 | 95
COc1cccc(/C=N/Nc2ncnc3scc(-c4ccccc4)c23)c1O | -8% | -2% | 7% | -0.2% | 0.4% | -46% | 2.7%[50 µM] | -4% | 18 | 44
Cc1ccn2cc(CNS(=O)(=O)c3ccc(Cl)s3)nc2c1 | -7% | -8% | 13% | -0.1% | 2.5% | -2% | -0.9% | -12% | -1.1 | 111
COc1ccc(-c2nc3n(n2)C(=O)CC(c2ccco2)S3)cc1 (stereo not given) | 2% | -3% | 9% | 1.3% | 0.0% | -23% | 3.4% | -3% | -0.2 | 47
OCCSc1nc2ccccc2n1CCOc1ccccc1 | -12% | 2% | 6% | 0.0% | / | -23% | 0.1% | -16% | -0.7 | 38

Whole records, quoted from the list.
`Cc1ccn2cc(CNS(=O)(=O)c3ccc(Cl)s3)nc2c1` across the screens: KOR beta-arrestin-1 = -7%; GPR35 arrestin U2OS = -8%; MgcRacGAP inhibition = 13%; GPR55 beta-arrestin = -0.1%; KOR beta-arrestin-2 = 2.5%; NOD1 inhibition = -2%; K1F lysis inhibition = -0.9%; GPR55 LPI antagonism = -12%; NTR1 ag = -1.1; NTR1 ag cell count 20 µM = 111
`O=C(OCCN1C(=O)c2ccccc2C1=O)c1cc(=O)[nH]c2ccccc12` across the screens: KOR beta-arrestin-1 = 22%; GPR35 arrestin U2OS = -4%; MgcRacGAP inhibition = 7%; GPR55 beta-arrestin = 0.0%; KOR beta-arrestin-2 = /; NOD1 inhibition = -18%; K1F lysis inhibition = 0.5%; GPR55 LPI antagonism = 5%; NTR1 ag = 0.6; NTR1 ag cell count 20 µM = 66
`CCN1CCN(C(=O)C(C)N(c2ccc(C)cc2)S(C)(=O)=O)CC1` (stereo not given) across the screens: KOR beta-arrestin-1 = 8%; GPR35 arrestin U2OS = 2%; MgcRacGAP inhibition = 7%; GPR55 beta-arrestin = -0.1%; KOR beta-arrestin-2 = -3.1%; NOD1 inhibition = -12%; K1F lysis inhibition = -0.1%; GPR55 LPI antagonism = 2%; NTR1 ag = -0.3; NTR1 ag cell count 20 µM = 60

More entries follow:
SMILES | KOR beta-arrestin-1 | GPR35 arrestin U2OS | MgcRacGAP inhibition | GPR55 beta-arrestin | KOR beta-arrestin-2 | NOD1 inhibition | K1F lysis inhibition | GPR55 LPI antagonism | NTR1 ag | NTR1 ag cell count 20 µM
COc1ccccc1NC(=O)NCCC1=CCCCC1 | 7% | 2% | 9% | -0.3% | -1.5% | -6% | 0.1% | -17% | -1.4 | 72
C=C(C)COc1ccc(-c2nc(N)ncc2Oc2ccc(OC)cc2)c(O)c1 | 22% | 5% | -7% | -0.1% | -1.6% | 3% | -3.0%[50 µM] | 14% | 33 | 62
COCCNC(=O)CNC(c1ccccc1)c1ccccc1 | -2% | 2% | / | -0.4% | 6.9% | -23% | / | -1% | -0.2 | 35
COc1cccc(N2CCN(C(=O)CNC(=O)c3sc4ccccc4c3Cl)CC2)c1 | -7% | -2% | 1% | 0.5% | 0.0% | -7% | -0.4%[50 µM] | 6% | 8.2 | 45
CC(C)=N/N=c1\scc(C)n1Cc1ccco1 | 15% | -10% | 6% | 1.1% | -4.5% | -26% | 0.2% | 2% | 1.5 | 40
CC1CCC/C(=N/Nc2ccc([N+](=O)[O-])cc2[N+](=O)[O-])C1 (stereo not given) | -37% | 6% | 10% | 0.2% | 1.0% | 1% | -0.2% | 2% | 4.8 | 44
N#Cc1sc2nc(N3CCCCC3)c3c(c2c1N)CCCC3 | -9% | 2% | 10% | 0.7% | 2.7% | -1% | -0.4% | 1% | 24 | 51
Cc1ccc2oc(=O)n(Cc3ccc(F)cc3)c2c1 | 25% | -6% | 11% | -0.1% | -1.7% | -18% | 0.0% | 5% | -1.5 | 85
COc1cc(/C=N/n2cnnc2)ccc1OC(=O)c1cccnc1 | -76% | -8% | 32µM* | -0.1% | 2.8% | 16% | -0.2% | -6% | 0.0 | 80
O=C1O/C(=C\C(=O)N2CCOCC2)c2ccccc21 | 29% | -11% | -1% | -0.1% | -2.7% | -17% | 2.8% | 13% | 0.8 | 50
NC(N)=NS(=O)(=O)c1ccc(NC(=S)NC(=O)c2sc3ccccc3c2Cl)cc1 | 7% | 4% | 10% | -0.3% | 0.5% | 22% | -0.2% | 0% | 0.3 | 40
COc1ccccc1CN1CCC(n2nccc2NC(=O)CCc2ccccc2)CC1 | 27% | 18% | 6% | -0.2% | -0.9% | -8% | 7.8% | 11% | 1.3 | 20
O=C(CSc1nc2[nH]ncc2c(=O)[nH]1)c1ccccc1 | -21% | -17% | 7% | 0.3% | -3.7% | -42% | 0.3% | -2% | -0.9 | 79
FC(F)(F)c1nnc(-c2ccccc2)nc1N1CCOCC1 | 12% | -2% | -1% | 0.4% | -2.2% | -21% | 0.3% | -14% | 0.8 | 83
O=C(Nc1cccc(-c2nc3cccnc3s2)c1)c1cccnc1Cl | -22% | -6% | 2% | 0.7% | 1.1% | -8% | 0.6%[50 µM] | 1% | 3.2 | 55
CCCN1CCc2c(sc(NC(=O)c3ccc(S(=O)(=O)N4CCCC4)cc3)c2C(N)=O)C1 | 12% | 3% | 0% | -0.1% | 1.1% | -25% | 0.2%[50 µM] | 7% | -0.1 | 71
O=c1cc(N2CCN(Cc3ccccc3)CC2)[nH]c(=O)n1Cc1ccc(F)cc1 | 30% | -14% | 5% | 0.0% | -3.3% | -2% | 0.9% | 17% | 2.3 | 52
CC(C)CNS(=O)(=O)c1cc2c3c(c1)CC(=O)N3CCC2 | 5% | -10% | 4% | -0.3% | 11% | 11% | 0.3% | 4% | 1.4 | 84
CCCOC(=O)C1=C(C)NC2=C(C(=O)C(C(=O)OC)C(C)C2)C1c1ccc(N(C)C)cc1 (stereo not given) | -23% | 1% | 9% | -0.2% | 2.3% | 9% | 0.2% | 0% | 0.2 | 85
Cc1cc(NS(=O)(=O)c2ccc(NC(=O)/C=C/c3ccc(C)o3)cc2)nc(C)n1 | -24% | -6% | 21% | 0.0% | -0.8% | -15% | -0.5% | 3% | 2.7 | 51
O=C(CCn1ccnc1)Nc1cc(Cl)ccc1O | -7% | 2% | 6% | -0.1% | -1.8% | -34% | 0.0% | 5% | -1.4 | 51
Cc1ccc(NC(=O)CSc2nnc(Cc3cccn3C)n2-c2ccc(F)cc2)c(C)c1 | -18% | -3% | 1% | -0.1% | 1.7% | 51% | -2.6% | -8% | -1.9 | 56

Source: PubChem

Not all compounds are listed (hit frequency here may not be typical).
